# Screening results: PubChem BioAssay, Sanford-Burnham Center for Chemical Genomics
# H9c2 TAG inh: triacylglycerol accumulation inhibition; H9c2 cells, Nile Red lipid (TAG) fluorescence; cells loaded with 200 µM oleic acid; inhibition, % at 12.5 µM; actives 0.66% (n = 230,000); AID 651582;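 active = pattern-corrected inhibition of lipid staining of at least 50% with the nuclear-stain viability signal not falling by more than 50%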;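 also: 0% = DMSO wells and 100% = triacsin C control wells; some results filed as inactive read as strong as hits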
# H9c2 TAG inh DAPI viability: also measured in H9c2 TAG inh; calls as there; DAPI nuclei signal change (viability), lower = more cytotoxic, %;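 whole-well DAPI fluorescence read on a plate reader as a viability signal; minus 50 percent equals half of cells still viable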
# Numbers without * were called inactive. Not all compounds are listed; the hit share may differ from the screen's.
Molecule,H9c2 TAG inh,H9c2 TAG inh DAPI viability
COC(=O)c1c(NC(=O)C(C)C)sc2c1C(C(=O)OC)CC2 (configuration not stated),-24,4
CCCCn1nnc(NC(=O)c2ccc(-c3ccccc3[N+](=O)[O-])o2)n1,-5,2
COC(=O)c1ccc(CN=C(NS(=O)(=O)c2ccccc2)c2ccccc2)cc1,12,4
COc1ccccc1C(=O)Nc1ccc(C(=O)c2ccccc2)cc1,-3,11
CCCOc1ccccc1OCC(=O)Nc1ccc(S(=O)(=O)N2CCCC2)cc1,-5,0
COc1ccc(-c2csc(NC(=O)CN3C(=O)NC4(CCCC4)C3=O)n2)cc1,-20,8
Nc1ccc2c(c1)Cc1cc(N)c(Cl)cc1-2,13,10
O=C(Cc1ccccc1Cl)NCc1cccnc1,-8,-9
Cc1ccc(CNC(=O)C2CCCN(S(=O)(=O)c3ccc(F)cc3)C2)cc1 (configuration not stated),-5,-10
CCCC(=O)Nc1nc(-c2ccc(Cl)s2)cs1,8,7
CCOc1cc(N2CCOCC2)c(OCC)cc1NC(=O)Cc1cccc(OC)c1,11,6
COc1ccc(C2=NN(C(=O)CN3CCCCC3)C(c3ccc(OC)cc3)C2)cc1 (configuration not stated),14,-3
O=C(Cn1ccc(NC(=O)OCc2ccccc2)nc1=O)NCc1nc2ccccc2[nH]1,3,-1
CC(=O)N(C(C)=O)n1c(/C=C/c2cccc([N+](=O)[O-])c2)nc2ccccc2c1=O,-4,5
O=C(Nc1ccc2c(c1)OCO2)c1ccc(Br)c(S(=O)(=O)N2CCCC2)c1,-18,6
CC12CCC(C(=O)NNc3ccc([N+](=O)[O-])cc3)(CC1=O)C2(C)C (configuration not stated),-7,6
O=C(COC(=O)C1CC(=O)N(CCc2ccccc2)C1)c1ccc[nH]1 (configuration not stated),-2,5
CCn1c(C)cc(C(=O)CSc2nnc(-c3ccco3)o2)c1C,9,-12
O=C1NC(=Nc2ccccc2)S/C1=C\c1cccn1-c1ccccc1,-12,-5
CC(=O)c1ccc(NC(=O)C2CCCN2S(=O)(=O)c2ccc(C)cc2)cc1 (configuration not stated),-8,-9
O=C(Nc1nnc(SCc2ccc(F)cc2)s1)c1ccc2ncsc2c1,-16,-5
Cc1ccc(NC(=O)Nc2cccc3ccccc23)cc1,4,1
CC(C)(C)OC(=O)C[C@@H]1C/C=C\C[C@H](CC(=O)N(CCO)Cc2ccccc2)C(=O)N[C@@H](Cc2ccccc2)COC1=O,12,-2
CC1=N/C(=C/c2cc(Br)cc(Br)c2O)C(=O)O1,17,-7
COc1cc(-c2nnn(CC(=O)NC3CCS(=O)(=O)C3)n2)ccc1OCc1ccccc1 (configuration not stated),-4,6
COc1cc2cnc(CCCC#N)cc2cc1OC,-7,9
COc1cc(C(=O)N/N=C/c2ccc(OC(=O)c3ccccc3Cl)c(OC)c2)ccc1O,17,-3
COCCNC(=O)C1CCCN(Cc2cccc(C#N)c2)CC1 (configuration not stated),-3,-1
CCOc1ccsc1C(=O)NNC(=O)c1ccco1,3,-3
COc1cccc(C(=O)N2CCCN(C)CC2)c1OC,5,-3

# Part of the list above in a different format:
COc1cc(-c2nnn(CC(=O)NC3CCS(=O)(=O)C3)n2)ccc1OCc1ccccc1 (configuration not stated)
  H9c2 TAG inh: -4
  H9c2 TAG inh DAPI viability: 6
COc1cc2cnc(CCCC#N)cc2cc1OC
  H9c2 TAG inh: -7
  H9c2 TAG inh DAPI viability: 9
COc1cc(C(=O)N/N=C/c2ccc(OC(=O)c3ccccc3Cl)c(OC)c2)ccc1O
  H9c2 TAG inh: 17
  H9c2 TAG inh DAPI viability: -3

# Returning to the listing with the 6 entries that preceded the break.
Molecule,H9c2 TAG inh,H9c2 TAG inh DAPI viability
COc1cc(-c2nnn(CC(=O)NC3CCS(=O)(=O)C3)n2)ccc1OCc1ccccc1 (configuration not stated),-4,6
COc1cc2cnc(CCCC#N)cc2cc1OC,-7,9
COc1cc(C(=O)N/N=C/c2ccc(OC(=O)c3ccccc3Cl)c(OC)c2)ccc1O,17,-3
COCCNC(=O)C1CCCN(Cc2cccc(C#N)c2)CC1 (configuration not stated),-3,-1
CCOc1ccsc1C(=O)NNC(=O)c1ccco1,3,-3
COc1cccc(C(=O)N2CCCN(C)CC2)c1OC,5,-3
CCN(CC)S(=O)(=O)c1ccc2nc(COC(=O)c3n[nH]c4ccccc34)[nH]c2c1,-5,2
CN(C)S(=O)(=O)c1cccc(C(=O)N2CCN(Cc3ccccc3)CC2)c1,16,14
COc1ccc(CC(=O)NCc2ccc3c(c2)OCO3)cc1,-2,4
COc1ccc(/C=C/C(=O)OC(C)C(=O)c2ccccc2)cc1OC (configuration not stated),3,-2
COC(=O)c1ccc(Cl)c(NC(=O)CSc2nnc(-c3ccncc3)o2)c1,19,-20
CCc1ccc(N2CC(C(=O)N3CCN(S(=O)(=O)c4cccc(F)c4)CC3)CC2=O)cc1 (configuration not stated),-4,7
Cc1cccc(S(=O)(=O)Nc2ccc(S(=O)(=O)Nc3nccs3)cc2)c1,3,-5
Cc1nnc(SCC(=O)NC(C)(C)C)n1NCc1c(F)cccc1Cl,5,4
Cc1cccc(OCCCC(=O)Nc2ccc(S(=O)(=O)Nc3onc(C)c3C)cc2)c1C,7,-7
CCCCn1nc2cc(C(=O)NC[C@@H]3CCCO3)ccc2c1OCC,0,-9
C[C@H]1[C@@H](c2ccccc2)Oc2ccc(Cl)cc2S(=O)(=O)N1Cc1ccc(F)cc1F,-28,-2
Cc1ccc(/C=N/NC(=O)c2cc3c(ccc4ccccc43)o2)o1,5,15
CCOc1ncccc1C(=O)OC(C)C(=O)NC(=O)NC1CCCCC1 (configuration not stated),-7,5
O=C(Nc1ccccc1C(F)(F)F)N1CCC(n2c(=O)[nH]c3ccccc32)CC1,-10,-2
CCN1C2=C(C(=O)CCC2)C(c2ccc(O)c(Br)c2)C2=C1CCCC2=O,1,-6
Cc1cc(C)n2ncc(S(=O)(=O)c3ccccc3)c2n1,-5,-7
O=C1CC(/C=C/c2ccccn2)=Nc2ccccc2N1,4,-1
CCC(C)c1ccc(S(=O)(=O)N2CCN(C(=O)c3ccc(Cl)c(S(=O)(=O)N4CCOCC4)c3)CC2)cc1 (configuration not stated),-4,5
CCOC(=O)N1CCN(S(=O)(=O)N2CCCC(C(=O)NCc3ccccc3OCC)C2)CC1 (configuration not stated),8,-10
CCN(Cc1ccncc1)C(=O)c1ccccc1NS(=O)(=O)c1ccc(F)cc1,8,-11
CC(C)Cc1nnc(NC(=O)C2CCCN(C(=O)c3ccc(Cl)cc3)C2)s1 (configuration not stated),-6,8
CCOc1ccc(-c2nn[nH]n2)cc1,-11,-2
COC(=O)C(C)Oc1cc(OC(C)C(=O)OC)c2c(C)c(Cl)c(=O)oc2c1 (configuration not stated),-3,40
COc1cc(C(=O)N/N=C/c2cn(Cc3ccccc3)c3ccccc23)ccc1O,-67,-10
O=C(/C=C/c1cc([N+](=O)[O-])ccc1OC(F)F)Nc1cccc([N+](=O)[O-])c1,1,1
Cc1cnc2c(C(=O)O)cnn2c1,-6,1
O=C(O)c1ccc(-n2cccc2/C=C2/NC(=O)N(c3ccccc3)C2=O)cc1,4,54
CCN=C(NCC)SC1CC(=O)N(CCc2ccccc2)C1=O (configuration not stated),6,-12
Cc1nc(Nc2ccc(Cl)cc2Cl)sc1C(=O)Nc1ccccc1,7,-5
CC(C)C(=O)N1CCN(c2ccc(NC(=O)c3ccc4c(c3)OCCO4)cc2)CC1,2,-12
Cn1ncc([N+](=O)[O-])c1C(=O)N1CCCCCC1,5,5
O=C(CN1C(=O)CCC1=O)Nc1cccc2c1C(=O)NC2=O,11,-10
CCOc1ccc2c(c1)[nH]c(=S)n2C,3,5
CN(C(=O)c1cccc(C#CC(C)(C)O)c1)C1CCCN(Cc2ccccc2F)C1 (configuration not stated),-7,2
CSc1nc(N)nc(SCC(=O)OC(C)C)c1C#N,-17,0
CCOc1ccc(NS(=O)(=O)c2ccc(NC(=O)C3CC3)cc2)cc1,-25,-8
COc1ccc(C2CC(=O)n3c(nc4ccccc43)S2)cc1OC (configuration not stated),-16,5
CS(=O)(=O)c1ccc2nc(NC(=O)CN3C(=O)NC4(CCCC4)C3=O)sc2c1,3,0
O=C(Cc1ccccc1F)Nc1nc(-c2cccnc2)cs1,-1,-6
CCOC(=O)c1cc(CC)sc1NC(=O)COC(=O)C1CCC1,5,0
COCCNC(=O)C(c1cccs1)N(CCc1ccccc1)C(=O)Cn1nnc2ccccc21 (configuration not stated),-14,5
Cc1ccc(C)c(OCCCN2CCc3ccccc3C2)c1,-10,6
COc1ccc(-c2csc(Nc3cccnc3)n2)cc1OC,3,4
Clc1cccc(Cl)c1CON/C=N/c1ncnc2sccc12,-21,6
Cc1ccc(S(=O)(=O)N2[C@@H](c3ccc(C#N)cc3)C(C(=O)O)=C[C@H]2CC2CCCC2)cc1,7,-10
COCCNc1nc2nonc2nc1N1C[C@H]2CC[C@H]1C2,-1,-1
Cn1sc2ccccc2c1=O,13,1
NC(=O)C(CCCCN1CCCCC1)(c1ccccc1)c1ccccc1,-4,6
Cc1cc2ccccc2nc1-c1ccccc1F,14,-21
O=C(NC(=O)c1ccccc1)OCC1CCCN2CCCCC12 (configuration not stated),16,0
COc1ccc(NC(=O)c2nc[nH]c2C(=O)Nc2ccccc2C)cc1,21,-17
CC1Cc2ccccc2N1Cc1cc(=O)n2ccsc2n1 (configuration not stated),17,10
COc1ccc(C(C(=O)NC(C)(C)C)N(Cc2cccs2)C(=O)CCC(=O)Nc2cc(C)on2)cc1 (configuration not stated),70*,-2.7*
Cc1ccc(-c2nc(P(=O)(c3ccccc3)c3ccccc3)c(N3CCOCC3)o2)cc1,7,-16
Cc1ccccc1-n1ncc2c1CC(C)(C)CC2NC(=O)c1ccncc1 (configuration not stated),-5,-4
COc1ccc2[nH]c(C(=O)NCCc3ccccc3)cc2c1,-11,7
CCCCn1nc(NC(=O)c2cccs2)c2cc3cc(OC)ccc3nc21,5,24
COc1ccc(NC(=O)CC2Nc3cc(C)c(C)cc3NC2=O)c([N+](=O)[O-])c1 (configuration not stated),18,-16
O=C(NCc1ccccn1)C1COc2ccccc2O1 (configuration not stated),1,-13
CCCCCCCCNS(=O)(=O)CCNCCCC,4,-11

# Overlap with the part before: three entries, then new ones.
Molecule,H9c2 TAG inh,H9c2 TAG inh DAPI viability
COc1ccc(NC(=O)CC2Nc3cc(C)c(C)cc3NC2=O)c([N+](=O)[O-])c1 (configuration not stated),18,-16
O=C(NCc1ccccn1)C1COc2ccccc2O1 (configuration not stated),1,-13
CCCCCCCCNS(=O)(=O)CCNCCCC,4,-11
Cc1c(C)[n+](=O)c(C)c(C)n1[O-],-12,2
CCOc1nc(Nc2ccc(OC)c(Cl)c2)nc(OCC)n1,21,-13
CCN(CC(=O)NCc1cccs1)C(=O)c1ccc(S(=O)(=O)Nc2ccccc2OC)cc1,7,-5
Cc1c(C(=O)NCC2CCCO2)oc2ccc(Br)cc12 (configuration not stated),-6,-7

# Of the compounds above, these have a COOH group:
Molecule,H9c2 TAG inh,H9c2 TAG inh DAPI viability
Cc1cnc2c(C(=O)O)cnn2c1,-6,1
O=C(O)c1ccc(-n2cccc2/C=C2/NC(=O)N(c3ccccc3)C2=O)cc1,4,54
Cc1ccc(S(=O)(=O)N2[C@@H](c3ccc(C#N)cc3)C(C(=O)O)=C[C@H]2CC2CCCC2)cc1,7,-10
